# DSG3 Ab inh = inhibitors of pemphigus antibody binding to DSG3, primary screen, biochemical, bead-based, flow cytometry, scFv-GFP; Desmoglein-3 (Homo sapiens), P32926; DSG3-coupled beads, scFv-anti-DSG3-GFP binding; stronger effect = lower value; binding (percent of control), % at 10 µM; hit rate 0.48% among 310,000; AID 588358, 2011;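 active = binding more than 3 SD below its plate's average and above zero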; also: some compounds called inactive have numbers as strong as hits
# OPRM1-OPRD1 inv = inverse agonists of MOR-DOR heterodimerization, primary screen, cell-based, luminescence; Mu-type opioid receptor (Homo sapiens) + Delta-type opioid receptor (Homo sapiens), …; cell-based MOR-DOR heterodimer luminescence, inverse agonism; inhibition, % at 9.3 µM; hit rate 0.21% among 340,000; AID 504357, 2011; in the data active = inhibition above about 22%, passing the limit was not always enough;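 also: 0% = cells with DMSO and 100% = wells without cells with DMSO; values of inactives mirror those of a sister screen read the other way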
# Target sequence (P35372 whole entry, looked up): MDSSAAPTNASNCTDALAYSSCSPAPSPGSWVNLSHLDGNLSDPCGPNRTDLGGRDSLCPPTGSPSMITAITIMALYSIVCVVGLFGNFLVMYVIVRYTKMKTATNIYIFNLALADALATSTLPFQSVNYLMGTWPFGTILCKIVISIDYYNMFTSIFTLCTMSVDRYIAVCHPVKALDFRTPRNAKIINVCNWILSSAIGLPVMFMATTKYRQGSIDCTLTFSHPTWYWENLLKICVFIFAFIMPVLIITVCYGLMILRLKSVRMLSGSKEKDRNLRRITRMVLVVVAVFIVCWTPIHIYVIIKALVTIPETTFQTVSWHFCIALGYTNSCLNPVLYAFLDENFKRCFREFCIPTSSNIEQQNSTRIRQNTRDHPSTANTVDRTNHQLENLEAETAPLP
# Target sequence (P41143 whole entry, looked up): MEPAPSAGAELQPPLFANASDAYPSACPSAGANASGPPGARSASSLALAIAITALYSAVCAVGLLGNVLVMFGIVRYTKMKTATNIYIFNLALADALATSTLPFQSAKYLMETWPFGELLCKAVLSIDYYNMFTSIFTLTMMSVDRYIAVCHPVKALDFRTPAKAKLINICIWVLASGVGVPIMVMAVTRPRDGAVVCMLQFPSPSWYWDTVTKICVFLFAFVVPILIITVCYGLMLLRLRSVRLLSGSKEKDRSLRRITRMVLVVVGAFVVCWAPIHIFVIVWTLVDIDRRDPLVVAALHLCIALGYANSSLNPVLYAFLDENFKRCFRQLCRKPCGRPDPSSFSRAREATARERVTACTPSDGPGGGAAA
# V-ATPase pH = regulators of yeast V-ATPase proton pumping, primary screen, pHLuorin cytosolic pH fluorescence; S. cerevisiae; response, % at 10 µM; hit rate 0.37% among 350,000; AID 504577, 2011; in the data active = response mostly above about 7.3%, no sharp cut-off; inactive = mostly below about 5.4%; also: actives read high; inactives centre near 0; some compounds called inactive have numbers as strong as hits; reference of the scale not given here
# HTR5A ag = HTR5A agonists in luminescence cell assay, primary screen, counter-screen for OPRM1-OPRD1 heterodimer agonist project, full-deck HTS; activation, % at 9.3 µM; 5-hydroxytryptamine receptor 5A (Homo sapiens), P47898; AID 504692, 2011; cell-based; hit rate 0.61% among 340,000; in the data active = activation mostly above about 9.5%, no sharp cut-off; inactive = mostly below about 7.6%;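 also: 0% = cells with vehicle only and 100% = reference agonist; strong numbers were not always called active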
# Arrestin-AP2 inh = inhibitors of beta-arrestin/AP2 binding, primary screen, biochemical, GPCR trafficking, flow cytometry | inhibition, % at 10 µM | AID 504490, 2011 | hit rate 0.31% among 340,000 | FITC-arrestin peptide / GST-AP2 beads; AP2 beta2 appendage carries R879A mutation;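 active = inhibition above a set limit, near 3 SD of compounds lacking own fluorescence, cut at about 54% in these data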;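 also: plate controls were DMSO wells for no effect and 5 µM unlabelled arrestin peptide for full effect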
#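 System: GST-AP2 R879A glutathione beads. Medium: PBS with 0.05% Tween 20 and 0.1% BSA. Also added: FITC-arrestin peptide, 50 nM. Incubation: 12 min plus 1 h, RT. Measured by: high-throughput flow cytometry of beads, ex 488, em 535 nm. Evaluation: percent drop in bead-associated FITC signal.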
# OPRM1-OPRD1 ag = agonists of OPRM1-OPRD1 heterodimerization, primary screen, cell-based, luminescence. Mu-type opioid receptor (Homo sapiens) + Delta-type opioid receptor (Homo sapiens), …. cells. activation, % at 9.3 µM. hit rate 0.3% among 340,000; in the data active = activation above about 18%;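 also: 0% = vehicle-treated cells and 100% = reference agonist; values of inactives mirror those of a sister screen read the other way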
# HTR5A inv ctr = HTR5A inverse agonists in luminescence cell assay, primary screen, counter-screen for OPRM1-OPRD1 heterodimer inverse agonist project, full-deck HTS; HTR5A cell line, inverse agonism; 5-hydroxytryptamine receptor 5A (Homo sapiens), P47898; hit rate 0.083% among 340,000; inhibition, % at 9.3 µM; AID 504634, 2011; in the data active = inhibition mostly above about 23%, no sharp cut-off; inactive = mostly below about 18%;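 also: 0% = cells with DMSO and 100% = no-cell wells with DMSO; some compounds called inactive have numbers as strong as hits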
# PKA-R2B act = activators of PKA-R2B holoenzyme, primary screen, biochemical, fluorescence polarization, Cy5-IP20, human | PKA-R2B holoenzyme dissociation; R2B truncated from residue 108, S112A mutant; 0% DMSO only, 100% 113 µM cGMP | activation, % at 11.4 µM | hit rate 0.079% among 340,000;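 active = activation above a cutoff set at the mean over all compounds plus 3 SD, cut at about 18% in these data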;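 also: higher means more holoenzyme dissociation and a rise in polarization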
# PKA-R1A act = activators of PKA-R1A holoenzyme, primary screen, biochemical, fluorescence polarization, Cy5-IP20, bovine R1A, mouse PKAc | cAMP-dependent protein kinase type I-alpha regulatory subunit (Bos taurus) + … | PKA-R1A dissociation; scaled: DMSO 0%, 113 µM cGMP 100% | activation, % at 11.4 µM | hit rate 0.083% among 340,000 | AID 504707, 2011;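 active = percent activation above the mean of all tested compounds plus 3 SD, cut at about 19% in these data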;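 also: higher means more PKAc released from R1A so a rise in polarization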
# DAGLB inh = DAGLB lipase inhibitors, primary screen, biochemical, fluorescence, HTS; Diacylglycerol lipase-beta (Homo sapiens), Q8NCG7; HEK293T DAGLB membrane lysate, EnzChek fluorogenic substrate; inhibition, % at 5.17 µM; hit rate 0.059% among 340,000; AID 504411, 2011; in the data active = inhibition above about 34%;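 also: 0% = enzyme with vehicle and 100% = wells lacking enzyme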
# Active calls of the source: *; / = not tested or not shown.
SMILES,DSG3 Ab inh,OPRM1-OPRD1 inv,V-ATPase pH,HTR5A ag,Arrestin-AP2 inh,OPRM1-OPRD1 ag,HTR5A inv ctr,PKA-R2B act,PKA-R1A act,DAGLB inh
Cc1cc(C=NCCO)c(C)n1-c1cc(Cl)ccc1Cl,115,12,0,-1,-5,-2.4,39,-9,0,-2
O=C(COC(=O)c1ccc2ccccc2n1)Nc1cccc(S(=O)(=O)NC2=NCCCCC2)c1,114,16,-1,1,-15,-3.4,-2,-3,-2,0
CC(=O)NC(CC(=O)NNC(=O)C(C)Oc1ccccc1F)c1ccccc1 (configuration not stated),102,5,-2,1,7,-1.0,-2,0,-1,2
O=C(c1snnc1-c1ccccc1)N1CCOCC1,96,9,4,2,12,-1.7,-1,9,7,0
Cc1ccc(S(=O)(=O)N(C)C)cc1-n1c(SCC(=O)Nc2ccccc2)nc2ccccc2c1=O,99,7,0,5,42,-1.4,-17,0,-9,-4
O=C(Nc1ccc(Cc2ccc(NC(=O)N3CCOCC3)cc2)cc1)N1CCOCC1,111,7,5,-2,3,-1.2,-26,1,-1,-2
O=C(Nc1ccccc1C(=O)O)c1ccc2c(c1)C(=O)N(c1cccc([N+](=O)[O-])c1)C2=O,103,8,3,-2,33,-1.9,8,11,7,1
CCCCC(=O)Nc1ccccc1C(=O)OCC(=O)c1ccc2c(c1)OCCO2,89,-15,-5,1,1,3.2,-27,0,5,-18
CC(=O)NCC(=O)N1CCC(n2nccc2NC(=O)CCCc2ccccc2)CC1,117,12,2,-6,-7,-2.3,16,-5,12,1
CCCCC(O)(CCCC)C(=O)NNc1ccccc1,98,14,-2,5,10,-3.2,15,-8,2,1
CCOc1ccc(NC(=O)Nc2cc(C)ccc2F)cc1,100,-5,0,2,22,0.9,1,-13,-8,-5
COc1ccc(N(C)S(=O)(=O)c2c(C)noc2C)c(OC)c1,103,10,3,2,17,-2.0,-4,2,-1,-2
COc1ccc(CNC(=O)COC(=O)c2cc3ccccc3cc2O)cc1OC,110,-7,-1,-5,22,1.6,12,1,-3,-3
CC(=O)Nc1ccc(NC(=O)COC(=O)c2ccco2)cc1,107,10,-3,-1,33,-2.0,1,2,-3,-3
CCOC(=O)C1=CN(c2cccc(F)c2)C=C(C(=O)OCC)C1c1cc(OC)c(O)c([N+](=O)[O-])c1,120,21,5,3,-6,-3.6,-7,-2,-2,8

# Ordered by length of the SMILES (high to low): some entries from above.
SMILES,DSG3 Ab inh,OPRM1-OPRD1 inv,V-ATPase pH,HTR5A ag,Arrestin-AP2 inh,OPRM1-OPRD1 ag,HTR5A inv ctr,PKA-R2B act,PKA-R1A act,DAGLB inh
O=C(Nc1ccccc1C(=O)O)c1ccc2c(c1)C(=O)N(c1cccc([N+](=O)[O-])c1)C2=O,103,8,3,-2,33,-1.9,8,11,7,1
O=C(COC(=O)c1ccc2ccccc2n1)Nc1cccc(S(=O)(=O)NC2=NCCCCC2)c1,114,16,-1,1,-15,-3.4,-2,-3,-2,0
O=C(Nc1ccc(Cc2ccc(NC(=O)N3CCOCC3)cc2)cc1)N1CCOCC1,111,7,5,-2,3,-1.2,-26,1,-1,-2
CC(=O)NCC(=O)N1CCC(n2nccc2NC(=O)CCCc2ccccc2)CC1,117,12,2,-6,-7,-2.3,16,-5,12,1
CC(=O)NC(CC(=O)NNC(=O)C(C)Oc1ccccc1F)c1ccccc1 (configuration not stated),102,5,-2,1,7,-1.0,-2,0,-1,2
COc1ccc(CNC(=O)COC(=O)c2cc3ccccc3cc2O)cc1OC,110,-7,-1,-5,22,1.6,12,1,-3,-3
COc1ccc(N(C)S(=O)(=O)c2c(C)noc2C)c(OC)c1,103,10,3,2,17,-2.0,-4,2,-1,-2
CC(=O)Nc1ccc(NC(=O)COC(=O)c2ccco2)cc1,107,10,-3,-1,33,-2.0,1,2,-3,-3
Cc1cc(C=NCCO)c(C)n1-c1cc(Cl)ccc1Cl,115,12,0,-1,-5,-2.4,39,-9,0,-2
CCCCC(O)(CCCC)C(=O)NNc1ccccc1,98,14,-2,5,10,-3.2,15,-8,2,1

# Carrying on:
SMILES,DSG3 Ab inh,OPRM1-OPRD1 inv,V-ATPase pH,HTR5A ag,Arrestin-AP2 inh,OPRM1-OPRD1 ag,HTR5A inv ctr,PKA-R2B act,PKA-R1A act,DAGLB inh
CC(C)(C)OC(=O)N[C@@H](Cc1ccccc1)C(=O)N1CCC(C(=O)N[C@@H](Cc2c[nH]c3ccccc23)C(=O)O)CC1,97,19,-2,-1,-5,-3.6,5,-6,-8,-1
COC(=O)C1CCN(S(=O)(=O)CCNC(=O)c2ccc(F)cc2)CC1,101,-3,2,0,9,0.5,0,3,8,-1
COc1ccccc1CNC(=O)c1ccc(CNc2c(N3CCCC3)c(=O)c2=O)cc1,100,11,-2,-6,6,-1.9,18,-3,-9,-2
COc1ccccc1-n1ccnc1SCC(=O)NC1CCCC1,/,3,1,-2,19,-0.7,6,3,2,-2
CCOc1cc(N2CCOCC2)c(OCC)cc1NC(=O)c1ccc(C)cc1,/,10,-3,-3,4,-2.2,8,-10,12,-4
CCOc1ccc(C(C)=O)cc1CN1C(=O)NC(C)(C2CC2)C1=O (configuration not stated),104,9,-1,-2,2,-1.8,7,-4,-7,0
CN(C)C(CNC(=O)CCNC(=O)c1ccccc1Cl)c1ccco1 (configuration not stated),/,-5,3,-4,-3,1.2,9,3,-13,1
Nc1nonc1-n1nnc(C(=O)N/N=C/c2ccncc2)c1CSc1ccccc1,102,7,-3,0,-3,-1.4,12,-6,-12,1
Cn1nnnc1SCC(=O)Nc1ccccc1N1CCOCC1,/,5,1,2,3,-0.9,-14,-1,-1,-2
Oc1ccc(-c2cnns2)c(O)c1,106,8,-3,-3,-1,-1.5,1,1,-16,2
Cn1c2ccccc2c(=O)c2cc(NCCCN3CCOCC3)ccc21,104,1,1,2,7,-0.3,-5,3,-14,-1
O=C(O)c1ccc(N2C(=O)CC(N3CCN(c4cccc(C(F)(F)F)c4)CC3)C2=O)cc1 (configuration not stated),108,8,1,3,0,-1.6,-27,-6,-15,0
Cc1nc2ccc(S(=O)(=O)NCC(=O)N3CCN(c4ccccn4)CC3)cc2s1,97,11,-3,2,-4,-1.9,-5,-1,-5,1
CC(C)[C@H](NC(=O)c1ccco1)C(=O)OCC(=O)N1CC(=O)Nc2ccccc21,105,19,-3,-2,-9,-4.0,7,-6,-17,0
COc1cc2c(cc1OC)-c1cc(Nc3ccc(C(=O)O)cc3)nc(=O)n1CC2,108,15,3,-2,20,-3.4,8,-8,1,-5
CCOc1ccc(C(=O)OCC(=O)N2CCCC2)cc1,119,13,2,-6,-5,-2.4,8,6,-1,0
CCC(=O)n1nc(-c2ccc(Cl)cc2)nc1N,96,12,-1,-4,-6,-2.5,12,1,-18,0
c1ccc(-c2cn(-c3ccccc3)c3ncnc(NCCCN4CCOCC4)c23)cc1,126,-4,-1,-4,0,0.7,-3,-15,-12,0
CCc1cc2c(N3CCN(c4nnc(CC)s4)CC3)ncnc2s1,92,-18,1,10*,-17,3.3,-40,-8,-10,-3
Cc1ccc(OCC(=O)Nc2c3c(nn2C(C)(C)C)CS(=O)(=O)C3)cc1,/,8,3,-1,-15,-1.5,7,-4,1,0
O=C(CCCN1C(=O)c2ccccc2C1=O)NCCC1=CCCCC1,103,-10,-2,3,7,1.9,-21,5,1,2
COc1ccc(NC(=O)CSc2nnc(NC(=O)c3ccccc3C(=O)O)s2)cc1,103,2,2,2,18,-0.4,-30,2,2,3
C/C=C/c1ccc(OCCn2cncn2)c(OC)c1,106,7,-2,7,-10,-1.2,13,6,2,-2
Clc1ccc(-c2nnc(SCc3ccon3)o2)c(Cl)c1,119,6,-1,9,3,-1.1,9,-4,-6,1
CCCCN1C=CC(=C2C(=O)c3ccccc3C2=O)C=C1,96,4,1,1,6,-0.6,-2,-4,7,1
Cn1cnnc1SCc1cccc(Br)c1,41*,-18,8,6,0,3.1,3,-4,-6,2
CN(C(=O)COc1ncnc2sccc12)c1ccccc1,117,2,-1,0,14,-0.3,0,2,-3,1
CC(=O)Nc1nnc(/C=C/c2cccc([N+](=O)[O-])c2)s1,103,6,-3,1,3,-1.2,-3,5,-1,1
CC(=O)N(c1nc(CCl)cs1)c1c(C)cc(C)cc1C,83,13,0,0,1,-2.6,4,-6,-8,1
O=C(CCc1nc(-c2ccccc2F)no1)NCCc1ccccc1Cl,110,2,1,8,2,-0.5,1,-4,-12,-2
CC(=O)c1nn(-c2cccc(Br)c2)cc1C(=O)c1ccc2ccccc2c1,100,-1,-6,-2,-9,0.2,17,-12,1,-1
CCOc1cc(CNc2ncc(-c3ccc(OC)cc3)n2C)ccc1O,107,22,2,5,1,-4.4,14,-5,-7,1
CN(CCc1ccccn1)C1CCCN(S(=O)(=O)c2ccc(F)c(Cl)c2)C1 (configuration not stated),103,13,4,0,-7,-2.3,8,6,8,1
COC(=O)c1ccc(CNC(=O)Cn2cc(C)c(=O)[nH]c2=O)cc1,103,16,2,5,-14,-3.4,-17,3,3,-4
CCOc1ccc(S(=O)(=O)N(CC)CC(=O)NCc2ccco2)cc1C,/,-4,3,4,7,0.6,-12,-6,-9,-2
COc1ccccc1C(=O)NCCC(=O)NC(C)c1ccc(-n2ccnc2)cc1 (configuration not stated),105,-5,-2,0,-8,0.8,-9,-1,-6,3
O=C(CSc1nc2ccccc2[nH]1)NCC1CCCO1 (configuration not stated),85,12,-1,-4,13,-2.3,12,-2,5,1
Cc1ccc(N(Cc2ccccc2)C(=O)c2cc(S(=O)(=O)N3CCOCC3)ccc2F)cc1,/,-2,-2,5,-6,0.5,-13,5,-2,-1

# Screens from PubChem.
